SKN-1 inh: inhibitors of C. elegans SKN-1; C. elegans VP596 Pgst-4::GFP/RFP ratio, acrylamide-induced, 24 h; inhibition, % at 21.8 µM; actives 0.49% (n = 360,000);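 active means interference check ratio from 0.5 to 1.5 plus GFP to RFP signal ratio inhibition reaching or exceeding a fixed threshold, cut at about 30% in these data, passing the limit was not always enough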; further: some compounds called inactive have numbers as strong as hits
FAS TE block: blocks the thioesterase domain of human fatty acid synthase; recombinant FAS-TE, OMFH fluorogenic substrate, fluorescence endpoint; inhibition, % at 15 µM; actives 0.67% (n = 360,000); AID 602261;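 active means compounds whose normalised, plate-corrected inhibition of enzyme fluorescence in the single-dose primary screen is 50% or more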;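 further: 0% = DMSO with enzyme and 100% = substrate without enzyme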
MT1-MMP act inh: inhibitors of human MT1-MMP activation. actives 0.061% (n = 360,000). GFP/RFP ratio change, % at 20 µM. HT1080 RFP-PRO-GFP cells, GFP/RFP ratio fluorescence, overnight; percent of plate control window, DMSO zero. AID 651647. P50281;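 active means GFP/RFP ratio change of at least 30% with cell ATP level not reduced by more than half and red fluorescence within 50% of control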; further: strong numbers were not always called active
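system = RFP-PRO-GFP reporter HT1080 cells | dosing = 20 µM single dose, 1% DMSO | timing = overnight cell settling, then overnight compound exposure, 37 °C, 5% CO2 | read-out basis = GFP/RFP fluorescence ratio | controls = DMSO and RFP-L50D-GFP cell wells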
E coli Lon inh: E. coli protease La inhibition | P0A9M0 | purified E. coli Lon protease, fluorescence polarization | inhibition, % at 7.94 µM | actives 0.42% (n = 360,000) | AID 602123; in the data active means inhibition above about 13%, passing the limit was not always enough;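 further: 0% = enzyme with probe and DMSO and 100% = no enzyme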
Target sequence (P0A9M0 whole entry, looked up): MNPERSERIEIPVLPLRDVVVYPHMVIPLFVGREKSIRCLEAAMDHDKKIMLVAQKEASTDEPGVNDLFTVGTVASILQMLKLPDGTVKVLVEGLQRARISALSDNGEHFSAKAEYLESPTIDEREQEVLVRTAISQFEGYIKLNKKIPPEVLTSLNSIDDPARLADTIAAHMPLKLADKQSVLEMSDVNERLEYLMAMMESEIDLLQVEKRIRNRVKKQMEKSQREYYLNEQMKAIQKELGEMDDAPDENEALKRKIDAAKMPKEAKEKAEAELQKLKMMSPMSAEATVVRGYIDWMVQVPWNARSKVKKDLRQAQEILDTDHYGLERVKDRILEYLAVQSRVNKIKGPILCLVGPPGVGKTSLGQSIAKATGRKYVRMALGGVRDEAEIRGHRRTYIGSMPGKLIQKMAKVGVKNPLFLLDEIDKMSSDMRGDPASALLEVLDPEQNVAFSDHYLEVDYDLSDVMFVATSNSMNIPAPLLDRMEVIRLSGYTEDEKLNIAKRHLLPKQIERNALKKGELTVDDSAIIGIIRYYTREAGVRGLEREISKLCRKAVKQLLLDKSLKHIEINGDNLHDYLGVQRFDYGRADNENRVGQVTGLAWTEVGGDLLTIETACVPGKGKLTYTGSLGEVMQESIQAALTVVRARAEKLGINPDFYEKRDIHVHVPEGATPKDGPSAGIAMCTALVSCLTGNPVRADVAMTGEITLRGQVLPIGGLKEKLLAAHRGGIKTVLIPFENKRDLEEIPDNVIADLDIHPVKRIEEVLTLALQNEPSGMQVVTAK
MLLE-PAM2 inh: inhibitors of microRNA-mediated deadenylation, human PABP1 MLLE binding | P11940 | GST-MLLE / FITC-PAM2 fluorescence polarization | inhibition, % at 20 µM | actives 0.36% (n = 360,000) | AID 588489; in the data active means inhibition above about 35%, passing the limit was not always enough;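 further: plate controls were DMSO wells with GST-MLLE for no effect and wells lacking GST-MLLE protein for full effect; some results filed as inactive read as strong as hits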
Rin1 Abl inh: human Rin1-Abl interaction inhibition; AID 588664; actives 0.4% (n = 360,000); inhibition, % at 7.35 µM; P00519+Q13671; TR-FRET Rin1/Abl binding, biochemical; in the data active means inhibition above about 5%, passing the limit was not always enough
bovine MsrA act: bovine methionine sulfoxide reductase A activation. actives 0.3% (n = 360,000). AID 602163. activation, % at 10.6 µM. purified bovine MsrA, absorbance read-out; in the data active means activation above about 7.5%;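 further: 0% = vehicle and 100% = reference activator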
Neddyl block: inhibitors of human cullin neddylation; actives 0.58% (n = 360,000); AID 651699; TR-FRET cullin neddylation, biochemical; calls only at 25 µM; P61081+Q13564; in the data active means inhibition above about 36%
NRP1-CendR mod: modulators of CendR peptide binding to human neuropilin-1; O14786; FAM-RPARPAR peptide binding to NRP-1, fluorescence polarization; AID 602438; inhibition, % at 25 µM; actives 0.85% (n = 360,000);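 active means inhibition or corrected inhibition above about 18%, plus a signal ratio from 0.5 to 1.5, limit read from the data, passing the limit was not always enough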; further: strong numbers were not always called active
Numbers without * were called inactive.

Screening O=C(COc1ccccc1F)NNC(=O)c1ccc(F)c(S(=O)(=O)N2CCOCC2)c1 returned SKN-1 inh -4, FAS TE block -10, MT1-MMP act inh 3, E coli Lon inh -16, MLLE-PAM2 inh 18, Rin1 Abl inh 4, bovine MsrA act 0, Neddyl block inactive and NRP1-CendR mod 7.
Screening C/C(=N\NC(=O)C(O)(c1ccccc1)c1ccccc1)c1ccc(NC(=O)CCCC(=O)O)cc1 returned SKN-1 inh -6, FAS TE block -3, MT1-MMP act inh 0, E coli Lon inh 0, MLLE-PAM2 inh -1, Rin1 Abl inh 1, bovine MsrA act -2, Neddyl block inactive and NRP1-CendR mod 2.
For Cc1cc(NC(=O)C2CC2)ncc1NC(=O)c1ccccn1 the results were SKN-1 inh 7, FAS TE block -6, MT1-MMP act inh 3, E coli Lon inh 1, MLLE-PAM2 inh 17, Rin1 Abl inh -1, bovine MsrA act -1, Neddyl block inactive and NRP1-CendR mod 0.
`COC(=O)c1cc(S(=O)(=O)Nc2cccc(C)c2C)cn1C` gave SKN-1 inh 2, FAS TE block -7, MT1-MMP act inh -1, E coli Lon inh -6, MLLE-PAM2 inh 0, Rin1 Abl inh 1, bovine MsrA act -3, Neddyl block inactive and NRP1-CendR mod -1.
Screening O=C(CSc1nnc(COc2ccccc2Cl)o1)Nc1ccccc1 returned SKN-1 inh 7, FAS TE block 7, MT1-MMP act inh -2, E coli Lon inh -2, MLLE-PAM2 inh 1, Rin1 Abl inh 3, bovine MsrA act -1, Neddyl block inactive and NRP1-CendR mod -7.
Screening Cc1ccc(NS(=O)(=O)c2cccc(C(=O)O)c2)cc1S(=O)(=O)N1CCCCC1 returned SKN-1 inh -2, FAS TE block -9, MT1-MMP act inh 1, E coli Lon inh -4, MLLE-PAM2 inh 1, Rin1 Abl inh 2, bovine MsrA act 4, Neddyl block inactive and NRP1-CendR mod -13.
Screening CCOC(=O)c1ccc(-c2c(-c3ccc(OC)cc3)oc(=O)c3cc(OC)c(OC)cc23)cc1F returned SKN-1 inh 21, FAS TE block 58*, MT1-MMP act inh 5, E coli Lon inh 3, MLLE-PAM2 inh -3, Rin1 Abl inh 0, bovine MsrA act 1, Neddyl block inactive and NRP1-CendR mod 0.
For COC(=O)Nc1sc2c(c1C(=O)NC1CC1)CCCCCC2 the results were SKN-1 inh 5, FAS TE block -6, MT1-MMP act inh 1, E coli Lon inh -2, MLLE-PAM2 inh 18, Rin1 Abl inh -3, bovine MsrA act -8, Neddyl block inactive and NRP1-CendR mod 1.
Screening CNC(=S)NNC(=O)COc1ccc(C)c(C)c1 returned SKN-1 inh -4, FAS TE block -7, MT1-MMP act inh 1, E coli Lon inh 14, MLLE-PAM2 inh -28, Rin1 Abl inh -3, bovine MsrA act -5, Neddyl block inactive and NRP1-CendR mod -4.
`O=C(N/N=C/c1ccccn1)c1cc(-c2ccccc2Cl)n[nH]1` gave SKN-1 inh -6, FAS TE block -4, MT1-MMP act inh 4, E coli Lon inh 9, MLLE-PAM2 inh 1, Rin1 Abl inh 1, bovine MsrA act 1, Neddyl block inactive and NRP1-CendR mod -9.
`Cc1ccc(CN2C(=O)CCC2C(=O)NCc2ccco2)cc1` (configuration not stated) gave SKN-1 inh -2, FAS TE block -8, MT1-MMP act inh 2, E coli Lon inh 5, MLLE-PAM2 inh 4, Rin1 Abl inh 2, bovine MsrA act 2, Neddyl block inactive and NRP1-CendR mod 2.
`CC(C)CNc1ncnc2c1ncn2[C@H]1CN(CCN2CCOCC2)C[C@@H](CO)O1` gave SKN-1 inh 14, FAS TE block -4, MT1-MMP act inh 2, E coli Lon inh 1, MLLE-PAM2 inh -2, Rin1 Abl inh -1, bovine MsrA act 0, Neddyl block inactive and NRP1-CendR mod -1.
For Cc1nn(Cc2ccc(F)cc2)c(C)c1NC(=O)c1cnn2c1NC(c1cccs1)CC2C(F)(F)F (configuration not stated) the results were SKN-1 inh 10, FAS TE block 13, MT1-MMP act inh -2, E coli Lon inh -3, MLLE-PAM2 inh -9, Rin1 Abl inh 2, bovine MsrA act 0, Neddyl block inactive and NRP1-CendR mod -3.
`N/C(=N\OC(=O)c1ccc2c(c1)OCO2)c1ccc([N+](=O)[O-])cc1` gave SKN-1 inh 4, FAS TE block -6, MT1-MMP act inh 3, E coli Lon inh 0, MLLE-PAM2 inh 12, Rin1 Abl inh 6, bovine MsrA act -5, Neddyl block inactive and NRP1-CendR mod -10.
COc1ccc(C(=O)CCc2ccccc2)c(O)c1 was read as SKN-1 inh -1, FAS TE block 26, MT1-MMP act inh 1, E coli Lon inh 5, MLLE-PAM2 inh 2, Rin1 Abl inh -2, bovine MsrA act -3, Neddyl block inactive and NRP1-CendR mod -4.
Screening COc1ccc(NC(=O)CN2CCC(C(N)=O)(N3CCCCC3)CC2)cc1 returned SKN-1 inh 0, FAS TE block -6, MT1-MMP act inh 5, E coli Lon inh 2, MLLE-PAM2 inh -2, Rin1 Abl inh -4, bovine MsrA act -3, Neddyl block inactive and NRP1-CendR mod 10.
For Fc1ccc(NCc2nnc(SCc3ccccc3)o2)cc1 the results were SKN-1 inh -7, FAS TE block 7, MT1-MMP act inh 3, E coli Lon inh -10, MLLE-PAM2 inh 3, Rin1 Abl inh -5, bovine MsrA act -3, Neddyl block inactive and NRP1-CendR mod -8.
COCCCN1C(=O)N(c2ccccc2)C(=O)C1CC(=O)Nc1ccc(F)cc1 (configuration not stated) was read as SKN-1 inh 11, FAS TE block -5, MT1-MMP act inh 3, E coli Lon inh -11, MLLE-PAM2 inh -12, Rin1 Abl inh 2, bovine MsrA act -2, Neddyl block inactive and NRP1-CendR mod -10.
Screening CCOC(=O)C1=C(C)Nc2sc(C(=O)c3ccc(Br)cc3)c(N)c2C1c1ccc(C(=O)OC)cc1 (configuration not stated) returned SKN-1 inh 37*, FAS TE block 32, MT1-MMP act inh -24, E coli Lon inh -2, MLLE-PAM2 inh 9, Rin1 Abl inh 1, bovine MsrA act -3, Neddyl block inactive and NRP1-CendR mod -8.
Cc1ccc(OCC(=O)NNC(=S)NC(=O)c2cccs2)c(C)c1 was read as SKN-1 inh 4, FAS TE block 3, MT1-MMP act inh -2, E coli Lon inh -2, MLLE-PAM2 inh 27, Rin1 Abl inh -3, bovine MsrA act -1, Neddyl block inactive and NRP1-CendR mod 8.
`CN(CC(=O)Nc1ccccc1Cl)C(=O)CN1C(=O)C2CCCCC2C1=O` (configuration not stated) gave SKN-1 inh 3, FAS TE block -7, MT1-MMP act inh 0, E coli Lon inh -8, MLLE-PAM2 inh 3, Rin1 Abl inh 2, bovine MsrA act -8, Neddyl block inactive and NRP1-CendR mod -1.
COc1ccc([N+](=O)[O-])cc1N(CC(=O)NCC1CCCO1)S(C)(=O)=O (configuration not stated) was read as SKN-1 inh 4, FAS TE block -18, MT1-MMP act inh 2, E coli Lon inh -5, MLLE-PAM2 inh -21, Rin1 Abl inh 1, bovine MsrA act -3, Neddyl block inactive and NRP1-CendR mod 0.
For O=C(COc1ccc(-c2nnco2)cc1)Nc1c(F)cccc1F the results were SKN-1 inh 9, FAS TE block -3, MT1-MMP act inh 1, E coli Lon inh -6, MLLE-PAM2 inh 2, Rin1 Abl inh 3, bovine MsrA act -1, Neddyl block inactive and NRP1-CendR mod 5.
COC(=O)c1c(N)[nH]c(C(=O)c2ccccc2)c1-c1ccccc1Br was read as SKN-1 inh 16, FAS TE block 8, MT1-MMP act inh 2, E coli Lon inh -8, bovine MsrA act -6, Neddyl block inactive and NRP1-CendR mod 0.
For CC(C)(C)NCCOCCOc1ccc(Cl)cc1C(C)(C)C the results were SKN-1 inh -10, FAS TE block -9, MT1-MMP act inh -2, E coli Lon inh -1, MLLE-PAM2 inh -6, Rin1 Abl inh -1, bovine MsrA act -9, Neddyl block inactive and NRP1-CendR mod 4.
`O=C(NC(=S)Nc1ccc(-c2nc3ncccc3o2)cc1)c1ccccc1F` gave SKN-1 inh 0, FAS TE block 6, MT1-MMP act inh 2, E coli Lon inh 3, MLLE-PAM2 inh 11, Rin1 Abl inh -4, bovine MsrA act -4, Neddyl block inactive and NRP1-CendR mod -5.
Cc1cc(C)nc(NC(=O)c2ccc(C)c(C)c2)n1 was read as SKN-1 inh 24, FAS TE block -5, MT1-MMP act inh -5, E coli Lon inh -5, MLLE-PAM2 inh -11, Rin1 Abl inh 1, bovine MsrA act -5, Neddyl block inactive and NRP1-CendR mod 3.
Cc1c(NC(=O)CN2c3cccc4cccc(c34)S2(=O)=O)c(=O)n(-c2ccccc2)n1C was read as SKN-1 inh -3, FAS TE block -12, MT1-MMP act inh 6, E coli Lon inh -5, MLLE-PAM2 inh -6, Rin1 Abl inh 2, bovine MsrA act -4, Neddyl block inactive and NRP1-CendR mod -13.
O=C(Oc1ccc(-c2nnco2)cc1)c1ccc(F)c(S(=O)(=O)N2CCOCC2)c1 was read as SKN-1 inh 7, FAS TE block 2, MT1-MMP act inh -1, E coli Lon inh 5, MLLE-PAM2 inh -2, Rin1 Abl inh -1, bovine MsrA act -4, Neddyl block inactive and NRP1-CendR mod -12.
Cc1cc(C(=O)N2CCN(S(C)(=O)=O)CC2)cs1 was read as SKN-1 inh 75, FAS TE block -12, MT1-MMP act inh 2, E coli Lon inh -3, MLLE-PAM2 inh -7, Rin1 Abl inh 3, bovine MsrA act -9, Neddyl block inactive and NRP1-CendR mod 7.

Ordered by length of the SMILES (ascending): some entries from above
Cc1cc(C(=O)N2CCN(S(C)(=O)=O)CC2)cs1 was read as SKN-1 inh 75, FAS TE block -12, MT1-MMP act inh 2, E coli Lon inh -3, MLLE-PAM2 inh -7, Rin1 Abl inh 3, bovine MsrA act -9, Neddyl block inactive and NRP1-CendR mod 7.
`O=C(NC(=S)Nc1ccc(-c2nc3ncccc3o2)cc1)c1ccccc1F` gave SKN-1 inh 0, FAS TE block 6, MT1-MMP act inh 2, E coli Lon inh 3, MLLE-PAM2 inh 11, Rin1 Abl inh -4, bovine MsrA act -4, Neddyl block inactive and NRP1-CendR mod -5.
`CN(CC(=O)Nc1ccccc1Cl)C(=O)CN1C(=O)C2CCCCC2C1=O` (configuration not stated) gave SKN-1 inh 3, FAS TE block -7, MT1-MMP act inh 0, E coli Lon inh -8, MLLE-PAM2 inh 3, Rin1 Abl inh 2, bovine MsrA act -8, Neddyl block inactive and NRP1-CendR mod -1.

More compounds follow.
For CCCC[C@H](CC(=O)c1ccccc1)[C@@H](OC(C)=O)C(=O)Oc1c(C(C)C)cccc1C(C)C the results were SKN-1 inh 13, FAS TE block 24, MT1-MMP act inh -12, E coli Lon inh -2, MLLE-PAM2 inh 8, Rin1 Abl inh 2, bovine MsrA act 0, Neddyl block inactive and NRP1-CendR mod -3.
`COc1ccc(S(=O)(=O)N2CCN(CCc3ccccc3)CC2)cc1` gave SKN-1 inh 18, FAS TE block 17, MT1-MMP act inh 3, E coli Lon inh -6, MLLE-PAM2 inh 8, Rin1 Abl inh -2, bovine MsrA act -1, Neddyl block inactive and NRP1-CendR mod -2.
O=C(CC1CCCCC1)Nc1ncn[nH]1 was read as SKN-1 inh -16, FAS TE block -6, MT1-MMP act inh 0, E coli Lon inh -5, MLLE-PAM2 inh 2, Rin1 Abl inh -4, bovine MsrA act -3, Neddyl block inactive and NRP1-CendR mod 9.
For c1cncc(CSc2nnc3ccc(-c4cccs4)nn23)c1 the results were SKN-1 inh -3, FAS TE block -2, MT1-MMP act inh 0, E coli Lon inh -12, MLLE-PAM2 inh 15, Rin1 Abl inh -1, bovine MsrA act -3, Neddyl block inactive and NRP1-CendR mod 0.
For OC(CSc1nnnn1-c1ccccc1)Cn1c2ccccc2c2ccccc21 (configuration not stated) the results were SKN-1 inh 9, FAS TE block 15, MT1-MMP act inh 4, E coli Lon inh 1, bovine MsrA act -11, Neddyl block inactive and NRP1-CendR mod 2.
`CCOC(=O)c1cc(NC(=O)N(C(C)C)C(C)C)c(C)nc1C` gave SKN-1 inh -28, FAS TE block -9, MT1-MMP act inh 6, E coli Lon inh 6, MLLE-PAM2 inh 6, Rin1 Abl inh -2, bovine MsrA act -10, Neddyl block inactive and NRP1-CendR mod -12.

Bioassay records: PubChem BioAssay, several laboratories
